Mdm2-MdmX inh: disrupts the human Mdm2-MdmX interaction | AID 485346 | O15151+Q00987 | inhibition, % at 8 µM | SaOS-2 split-luciferase Mdm2/MdmX complementation, luminescence | 330,000 tested, 3% active;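 active = inhibition of at least 50% at 8 µM in the primary screen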
NALP3 yeast inh: blocks the NALP3 inflammasome reconstituted in yeast. Yeast reconstituted NLRP3/ASC/caspase-1, beta-gal luminescence, 24 h. inhibition, % at 10 µM. 330,000 tested, 0.39% active. AID 2825;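 active = inhibition of 50% or more; inactive = inhibition below 50%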;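 note: plate controls were induced DMSO wells for no effect and uninduced yeast grown without galactose for full effect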
NR3A LBD binder: modulates the human NR3A ligand-binding domain. Tm shift relative to glycine control, % at 25 µM. 340,000 tested, 2.5% active. AID 1259313. NR3A LBD differential scanning fluorimetry, Tm shift; 0% = protein alone, 100% = glycine-bound protein;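 active = melting temperature shift of at least 10% of the positive control shift, at one fixed dose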
tim23-1 inh: growth inhibitors of tim23-1 mutant yeast. S. cerevisiae tim23-1 growth, BacTiter-Glo luminescence, 24 h. inhibition, % at 20 µM. 330,000 tested, 1.3% active. AID 463212;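 active = growth inhibition of the mutant yeast at or above 50%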;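 note: temperature-sensitive mutant grown at 25 °C; plate controls were DMSO-treated mutant yeast for no effect and medium wells lacking yeast for full effect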
APJ agonist: activates the human apelin receptor APJ. 330,000 tested, 0.11% active. activation, % at 20 µM. CHO-K1 APJ PathHunter beta-arrestin, luminescence; 0% DMSO wells, 100% apelin. P35414;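 active = activation more than six SD over the plate average, tested at 20 µM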;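 note: 0% = DMSO alone and 100% = apelin-13 at 10 nM; some results filed as inactive read as strong as hits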
Target sequence (P35414 whole entry, looked up): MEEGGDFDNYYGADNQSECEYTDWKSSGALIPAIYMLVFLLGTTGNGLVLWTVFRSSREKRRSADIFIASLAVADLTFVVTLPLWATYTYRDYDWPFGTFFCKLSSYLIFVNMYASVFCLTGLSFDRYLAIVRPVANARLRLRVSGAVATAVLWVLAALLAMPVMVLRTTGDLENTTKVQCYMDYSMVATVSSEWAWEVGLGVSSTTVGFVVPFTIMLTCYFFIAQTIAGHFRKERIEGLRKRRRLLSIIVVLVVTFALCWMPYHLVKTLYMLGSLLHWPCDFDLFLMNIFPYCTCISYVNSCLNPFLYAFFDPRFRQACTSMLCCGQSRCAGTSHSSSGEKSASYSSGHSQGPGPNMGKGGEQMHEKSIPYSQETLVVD
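Test system: CHO-K1 APJ beta-arrestin complementation cell line | Compound: Single test compound dose, 20 µM final, 1% DMSO | Incubation: Compound 90 min 25 °C, reagent 1 h | Measured by: beta-gal luminescence | Read-out basis: APJ–arrestin association signal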
tim10-1 inh: growth inhibitors of tim10-1 mutant yeast. S. cerevisiae tim10-1 ts strain growth, BacTiter-Glo, 24 h. inhibition, % at 20 µM. 330,000 tested, 2.2% active. AID 463190;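 active = inhibition of at least 40%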;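 note: mutant grown at 25 °C; 0% = DMSO wells with yeast and 100% = wells holding no yeast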
CHOP UPR activ: activators of apoptotic arm of unfolded protein response (CHOP) | CHO-CHOP luciferase reporter, UPR activation, luminescence; percent of tunicamycin response over DMSO baseline | activation, % at 10 µM | 330,000 tested, 0.34% active;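 active = at 10 µM dose, activation of 40% or more, normalized to positive control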;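 note: 100% = tunicamycin at 10 µg/mL and 0% = DMSO alone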
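Material: CHO-CHOP cells, stable luciferase reporter of PERK-eIF2a-CHOP signalling; quantity: 500 reporter cells seeded per well; buffer or medium: F12 medium containing 10% fetal bovine serum; compound: one dose, 10 µM in 0.5% DMSO; incubation: 6 h compound treatment, 37 °C; measured by: Steady-Glo luciferase luminescence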
TIM10 inh: inhibits growth of TIM10 yeast strain. S. cerevisiae TIM10 strain growth, BacTiter-Glo luminescence, 24 h. inhibition, % at 10 µM. 330,000 tested, 1.4% active. AID 463195;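 active = inhibition of 40% or more at the single tested concentration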;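 note: wild-type TIM10 isogenic control strain grown at permissive 25 °C; 0% = DMSO yeast wells and 100% = minimal medium wells without yeast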
UPR XBP1 act: adaptive UPR (XBP1) activation; CHO-XBP1 luciferase reporter, IRE1-XBP1 UPR activation, luminescence; percent of tunicamycin response, DMSO as zero; activation, % at 20 µM; 330,000 tested, 0.33% active; AID 463104;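 active = versus positive control, 20 µM dose yields 30% or more activation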;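 note: 100% = tunicamycin at 10 µg/mL and 0% = DMSO only wells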
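Assay system: IRE1-XBP1 luciferase reporter CHO line. Input: 1000 cells/well. Buffer or medium: F12 with 10% serum. Doses: 20 µM, 1% DMSO. Times: overnight seeding at 37 °C, 6 h compound treatment at 37 °C. Technique: Steady-Glo luciferase glow luminescence, 10 min after reagent addition.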
Active calls of the source: *.

The line under a structure holds: Mdm2-MdmX inh | NALP3 yeast inh | NR3A LBD binder | tim23-1 inh | APJ agonist | tim10-1 inh | CHOP UPR activ | TIM10 inh | UPR XBP1 act
Cc1ccc(C(C)(C)NC(=O)C2CCC(=O)N(CCCN3CCOCC3)C2)cc1 (stereo not drawn)
  20 | -1 | -1 | 7 | 5 | 15 | 3.8 | -4 | -8
Cc1noc(N)c1C1(O)C(=O)N(C(C)C)c2ccccc21 (stereo not drawn)
  25 | -1 | 0 | 5 | 0 | -2 | -1.3 | 4 | 0
COc1ccc(C(OCC(O)CN2CCC(O)CC2)c2ccc(OC)cc2)cc1 (stereo not drawn)
  9 | 19 | 3 | -2 | -3 | -8 | -0.9 | 8 | 1
CC(=O)c1ccc(NC(=O)c2sc3nc(C)c(C)c(C)c3c2N)cc1
  -72 | 12 | 1 | 6 | -4 | -9 | 1.3 | -3 | -5
Cc1ccc(-c2csc(N(Cc3ccco3)C(=O)c3cccs3)n2)cc1
  8 | 17 | 3 | -3 | -5 | -17 | -1.1 | -3 | 3
CCC(=O)N1CCc2cc(S(=O)(=O)NCCC(=O)NC3CCCCCC3)ccc21
  16 | 15 | 1 | -6 | 0 | 10 | 2.2 | -4 | -7
COCc1cc(=O)oc2cc(NC(=O)c3ccc(C(C)(C)C)cc3)ccc12
  3 | 20 | -4 | 0 | -4 | -17 | 1.4 | -20 | 7
CC(C(=O)Nc1ccc(S(=O)(=O)N2CCCC2)cc1)N1CCc2ccccc2C1 (stereo not drawn)
  4 | 13 | 2 | 6 | -1 | 18 | 0.3 | 2 | -1
[N-]=[N+]=CC(=O)CNC(=O)[C@@H](Cc1ccccc1)N1C(=O)c2ccccc2C1=O
  10 | 13 | 3 | -1 | 1 | 15 | -2.4 | 7 | -2
CCCCCCN1N=C(C)C(C(=O)c2ccc(Cl)cc2)C1=O (stereo not drawn)
  -5 | 21 | -1 | 16 | -6 | 30 | 0.5 | 5 | 0
CCCOc1ccc(OCCOCCNCc2ccccc2)cc1
  17 | 24 | 2 | 7 | -1 | 19 | -1.1 | -7 | -3
Cc1ccc(-n2cc(CNCCc3cscn3)c(-c3ccc(F)cc3)n2)cc1
  18 | 26 | -6 | 12 | -2 | 14 | -0.1 | 5 | 0
O=C(NCCc1ccccc1)c1nc(-c2cccs2)no1
  -71 | 41 | -407 | 22 | 2 | 16 | 1.8 | 24 | 4
CS(=O)(=O)N1CCSC1c1ccc(Br)cc1 (stereo not drawn)
  5 | 4 | -1 | -3 | -5 | 9 | 1.6 | 4 | 0
Cc1ccc(-n2cc3ccc([N+](=O)[O-])cc3n2)cc1
  -178 | 19 | 13* | 3 | 0 | 16 | 1.7 | 14 | 0
COc1ccc(NC(=O)CN(C)Cc2c(F)cccc2Cl)cc1S(=O)(=O)N1CCCCC1
  1 | 18 | 1 | 25 | -1 | 4 | 0.7 | -8 | -4
COc1ccc(CCNC(=O)C2CCCN(S(=O)(=O)c3cnc[nH]3)C2)cc1OC (stereo not drawn)
  6 | 17 | -1 | 0 | 0 | 22 | -0.8 | 7 | -2
Cc1ccc(OCC(=O)Nc2ccc3c(c2)OCO3)cc1C
  -9 | 32 | 0 | 18 | 1 | -1 | -0.3 | 15 | 3
Cc1ccccc1-n1c(=O)cc(NCC2CCCO2)[nH]c1=O (stereo not drawn)
  -6 | -1 | 2 | -9 | 0 | -24 | -0.3 | -13 | -3
CCOC(=O)c1c(-c2ccc(C)cc2)csc1NC(=O)C1CC=CCC1C(=O)O (stereo not drawn)
  16 | 5 | -2 | 10 | -3 | 3 | -1.4 | -7 | -2
O=C1CSC2(CCCCC2)N1CCO
  -8 | -1 | -5 | 13 | -4 | 11 | -2.0 | -6 | -1
Cc1ccc(/C=C2/Sc3ccc(C(=O)N4CCN(C)CC4)cc3NC2=O)cc1
  30 | 12 | -1 | 28 | 1 | 25 | 2.0 | 14 | 1
CC(C)CC(NC(=O)C(CO)NC(=O)C1CCC(=O)N1)C(N)=O (stereo not drawn)
  -22 | 2 | -1 | -1 | -1 | 10 | 2.6 | 4 | 0
Cc1ccc(S(=O)(=O)N[C@H](C(=O)NCC2CCC(C(=O)O)CC2)C(C)C)cc1 (stereo partly drawn)
  15 | -6 | -1 | 14 | -2 | -8 | 1.1 | 4 | -4
CC(C)=CCC[C@](C)(O[C@@H]1O[C@H](CO[C@@H]2OC[C@@H](O)[C@H](O)[C@H]2O)[C@@H](O)[C@H](O)[C@H]1O)C1CC[C@]2(C)C1[C@H](O)CC1[C@@]3(C)CC[C@H](O[C@@H]4O[C@H](CO)[C@@H](O)[C@H](O)[C@H]4O)C(C)(C)C3CC[C@]12C (stereo partly drawn)
  -6 | 40 | -3 | 43 | -1 | 26 | -1.6 | -11 | 0
Fc1ccc(N2CCN(Cc3cnc(Oc4ccc(Br)cc4)s3)CC2)cc1
  13 | -1 | 7 | 24 | -2 | 42* | -0.2 | -2 | -1
O=C(NCCc1ccccc1)c1ccc(NC(=O)c2cccnc2)cc1
  -11 | 12 | 6 | 4 | -2 | 17 | 2.6 | 9 | -1
Cc1ccc(-c2cc(C(F)(F)F)n3ncc(C(=O)NCc4ccco4)c3n2)cc1
  7 | -1 | 0 | 5 | -6 | 3 | -0.2 | 5 | 0
Clc1cnc(N/N=C/c2ccncc2)c(Cl)c1
  5 | 25 | 1 | 12 | -2 | 10 | 2.0 | 0 | 3
CCn1c(C)nc2cc(C(=O)NNS(=O)(=O)c3cc(Br)ccc3Br)ccc21
  12 | 11 | 1 | 3 | 1 | -6 | 0.1 | -27 | 2

Entries of single compounds as entered above.
O=C(NCCc1ccccc1)c1ccc(NC(=O)c2cccnc2)cc1 in the list: Mdm2-MdmX inh = -11; NALP3 yeast inh = 12; NR3A LBD binder = 6; tim23-1 inh = 4; APJ agonist = -2; tim10-1 inh = 17; CHOP UPR activ = 2.6; TIM10 inh = 9; UPR XBP1 act = -1
CC(C(=O)Nc1ccc(S(=O)(=O)N2CCCC2)cc1)N1CCc2ccccc2C1 (stereo not drawn) in the list: Mdm2-MdmX inh = 4; NALP3 yeast inh = 13; NR3A LBD binder = 2; tim23-1 inh = 6; APJ agonist = -1; tim10-1 inh = 18; CHOP UPR activ = 0.3; TIM10 inh = 2; UPR XBP1 act = -1

Next section
The line under a structure holds: Mdm2-MdmX inh | NALP3 yeast inh | NR3A LBD binder | tim23-1 inh | APJ agonist | tim10-1 inh | CHOP UPR activ | TIM10 inh | UPR XBP1 act
Cc1c(O)c(S(=O)c2ccccc2)c(=O)n(-c2ccccc2)c1-c1ccccc1 (stereo not drawn)
  -11 | 7 | -1 | 18 | -1 | 20 | 3.9 | 18 | 1
O=C(Nc1ccccc1)N1CCSCC1
  22 | 4 | -2 | 0 | -2 | -1 | -0.3 | -7 | 4
Cc1ccc(S(=O)(=O)N2CCCCC2)cc1C(=O)OC(C)C(=O)NCC1CCCCC1 (stereo not drawn)
  17 | 12 | 2 | 9 | 1 | 15 | 0.9 | 7 | -2
CCn1cc(Br)c(C(=O)Nc2sc3c(c2C(N)=O)CCCC3)n1
  27 | 11 | 4 | 10 | 7 | 13 | 2.0 | -6 | -4
CN1CCN(C(=O)CSc2cc(=O)n(C)c3ccccc23)CC1
  16 | -2 | -1 | -6 | 0 | 11 | -1.2 | -31 | 0
CCC(=O)c1cc2c(C)cc(=O)oc2c(C)c1OC
  5 | 18 | -1 | 11 | 0 | 3 | 0.5 | -28 | -1
O=C(Nc1cc(=O)[nH]c2nc(-c3ccc(Cl)cc3)nn12)c1ccccc1
  7 | 11 | 1 | -11 | -2 | 14 | -0.5 | -4 | 3
Cc1nc2ccc(NC(=O)c3c(-c4ccccc4)noc3C)cc2s1
  -1 | 10 | 1 | 36 | -1 | 28 | 0.0 | 13 | 0
c1ccc(CCCc2nc(-c3cccnc3)no2)cc1
  -13 | 20 | -1 | 15 | 1 | -14 | 1.0 | 6 | 1
CCOC(=O)C1=C(O)CSC1=Nc1ccc(Cl)cc1
  -15 | 8 | 1 | 36 | -5 | 31 | 0.5 | 13 | 1
CCOC(=O)c1cc(C#N)c(N2CCCC2)nc1-c1ccccc1
  1 | 12 | 0 | 12 | -6 | 4 | -3.7 | -26 | 1
CCOC(=O)C1CCN(C(=O)Cc2cccc3ccccc23)CC1
  4 | 7 | 0 | 17 | -2 | 8 | -1.1 | 2 | -2
CCN(C(=O)COC(=O)c1cc(=O)[nH]c2ccccc12)C1CCS(=O)(=O)C1 (stereo not drawn)
  10 | -1 | 0 | 3 | 1 | -15 | 0.8 | -22 | -1
CC(=O)[C@@]1(O)CC[C@H]2[C@@H]3C[C@H](C)C4=CC(=O)CC[C@]4(C)[C@H]3CC[C@@]21C
  26 | 14 | 1 | 46 | -2 | 39 | 0.5 | 19 | -8
O=C(O)c1ccc2c(c1)C(=O)N(c1cccc(-c3nc4ccccc4s3)c1)C2=O
  6 | 14 | 4 | -1 | -2 | 15 | 0.0 | 14 | 1
Oc1ccc(-c2csc(Nc3ncccn3)n2)c(O)c1
  -56 | 21 | 2 | 4 | -2 | 11 | 3.8 | 8 | -3
CCCC(=O)C1=C(O)C(C(=O)OC)C(C)(C)CC1=NC (stereo not drawn)
  29 | 24 | 0 | 5 | 0 | 11 | -0.8 | 3 | 3
CCN(CC)C(=O)CSc1nc(-c2ccccc2)ccc1C#N
  4 | 14 | -1 | 25 | 2 | 3 | -1.5 | 4 | -3
CCN(CC)c1ccc(S(=O)(=O)N2CCOCC2)cc1NC(=O)COC(=O)c1ccco1
  5 | 15 | -1 | 22 | -7 | 20 | 1.0 | 9 | -2
Clc1ccc(-c2nnc(-c3ccco3)o2)cc1
  -45 | 17 | -5 | 0 | 2 | -21 | 4.7 | -25 | 0
Cc1nc(SCC(=O)N2CCOCC2)c2c(=O)n(C)c(=O)n(C)c2n1
  11 | -4 | 0 | 15 | -1 | -4 | 0.9 | 19 | -1
CCOC(=O)c1nc(C)[nH]c1C(=O)OCC
  16 | 11 | 0 | 7 | -3 | 5 | -0.3 | 1 | -1
CC1=C(C(=O)NC(C)c2ccc3c(c2)OCCO3)C2(CCC(C)CC2)OC1=O (stereo not drawn)
  -2 | 1 | 0 | 35 | -3 | 28 | -0.1 | 14 | -4
CCOC(=O)c1ccccc1NC(=O)COC(=O)CC1CCCCC1
  0 | 16 | 1 | 31 | -3 | 15 | -1.0 | 18 | -3
OCCn1c(C(F)(F)F)nc2ccccc21
  3 | 20 | 3 | 12 | 1 | -6 | 0.6 | 10 | 4
CCn1cc(S(=O)(=O)c2ccc(C)cc2)c(=O)c2cc(OC)ccc21
  16 | 13 | -3 | -1 | -5 | -15 | -1.6 | 1 | -6
CCCCNC(=O)CC1SC(=NCC)N(CC)C1=O (stereo not drawn)
  -8 | 13 | 1 | 6 | 2 | 12 | 2.6 | 0 | 0
CCOC(=O)c1ccc(N2CN=C3SCC(=O)N3C2)cc1
  18 | 5 | 0 | 6 | -3 | 12 | 2.4 | -15 | 2
